NCF1 inh: p47phox/p22phox peptide binding inhibitors, primary screen, biochemical, uHTS, NADPH oxidase regulatory subunit; 0.53% of 220,000 active; fluorescence polarization, 2 h; Neutrophil cytosol factor 1 (Homo sapiens), P14598; inhibition, % at 24.7 µM; AID 1274, 2008;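 active means inhibition above about 30%, limit read from the data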;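 further: 0% = p47phox with labelled peptide and 100% = labelled peptide alone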
Target sequence (P14598 whole entry, looked up): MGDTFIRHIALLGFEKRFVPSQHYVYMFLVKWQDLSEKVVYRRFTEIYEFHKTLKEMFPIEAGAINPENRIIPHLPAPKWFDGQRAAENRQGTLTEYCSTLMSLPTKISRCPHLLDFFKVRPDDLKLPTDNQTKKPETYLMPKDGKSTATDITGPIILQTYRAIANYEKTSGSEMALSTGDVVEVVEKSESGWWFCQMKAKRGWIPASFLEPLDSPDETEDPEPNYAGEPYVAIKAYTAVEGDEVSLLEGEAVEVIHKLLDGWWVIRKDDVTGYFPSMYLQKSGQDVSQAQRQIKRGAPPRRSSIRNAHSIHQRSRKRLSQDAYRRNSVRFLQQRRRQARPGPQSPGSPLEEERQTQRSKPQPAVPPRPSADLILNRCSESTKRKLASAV
EP2 antag: human EP2 receptor antagonists, primary screen, TR-FRET cAMP, C6 glioma cells | Prostaglandin E2 receptor EP2 subtype (Homo sapiens), P43116 | C6 glioma cells expressing human EP2; cells stimulated with saturating PGE2 | inhibition, % at 25 µM | 0.52% of 260,000 active | AID 1422, 2008;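 active means percent inhibition above 40 after rounding to a whole number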;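 further: rat C6 glioma host cells with rolipram phosphodiesterase inhibitor present; the protocol text gives 20 µM as final concentration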
Target sequence (P43116 whole entry, looked up): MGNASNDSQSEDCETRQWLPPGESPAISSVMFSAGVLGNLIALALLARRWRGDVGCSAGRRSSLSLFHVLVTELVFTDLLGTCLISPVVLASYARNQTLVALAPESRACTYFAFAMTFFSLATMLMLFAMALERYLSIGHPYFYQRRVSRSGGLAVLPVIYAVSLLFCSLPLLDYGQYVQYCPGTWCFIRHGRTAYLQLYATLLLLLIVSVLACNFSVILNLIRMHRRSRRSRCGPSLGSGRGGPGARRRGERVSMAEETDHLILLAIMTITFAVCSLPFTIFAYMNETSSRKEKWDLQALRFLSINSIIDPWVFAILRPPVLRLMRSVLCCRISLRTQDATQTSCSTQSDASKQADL
RBBP9 inhibitor: human RBBP9 inhibitors, primary screen, biochemical, fluorescence polarization, FP-Rh probe, HTS; Serine hydrolase RBBP9 (Homo sapiens), O75884; recombinant RBBP9; inhibition, % at 7.94 µM; 0.2% of 220,000 active; AID 1515, 2009;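 active means inhibition above the campaign mean of all tested compounds plus 3 SD, cut at about 14% in these data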;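 further: plate controls were DMSO wells with RBBP9 for no effect and wells lacking RBBP9 protein for full effect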
Target sequence (O75884 whole entry, looked up): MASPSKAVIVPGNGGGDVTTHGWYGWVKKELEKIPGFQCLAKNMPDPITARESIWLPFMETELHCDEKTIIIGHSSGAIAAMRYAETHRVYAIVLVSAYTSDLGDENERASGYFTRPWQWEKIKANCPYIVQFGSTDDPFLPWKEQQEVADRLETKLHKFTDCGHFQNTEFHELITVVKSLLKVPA
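Assay system: recombinant human RBBP9; Reagent: Serine-hydrolase probe FP-Rh, 375 nM pre-mixing; Doses: 7.94 µM single dose, 0.794% DMSO; Incubation: 30 min then 45 min, 25 °C; Detection: fluorescence polarization (mP), excitation 525 nm, emission 598 nm; Evaluation: percent inhibition from mP, scaled between DMSO and no-protein wells.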
TbHK1 inh: Trypanosoma brucei hexokinase 1 inhibitors, primary screen, biochemical, G6PDH-coupled NADH absorbance, MLSCN library. hexokinase 1 [Trypanosoma brucei]. recombinant TbHK1, G6PDH-coupled NADH A340. inhibition, % at 10 µM. 0.11% of 220,000 active. AID 1430, 2008;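 active means inhibition of 50% or more in the single-dose primary screen; inactive means inhibition below 50%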
Furin inhibitor: human furin inhibitors, primary screen, biochemical, fluorescence intensity. inhibition, % at 30 µM. 0.061% of 220,000 active. purified furin, fluorogenic substrate cleavage; in the data active means inhibition above about 25%; further: inactives centre near -15
p97 ATPase inh: inhibitors of human p97 ATPase, primary screen, biochemical; Transitional endoplasmic reticulum ATPase (Homo sapiens), P55072; recombinant p97 ATPase, Kinase-Glo ATP luminescence, 3 h; inhibition, % at 8 µM; 0.42% of 220,000 active; AID 1481, 2009; in the data active means inhibition above about 15%;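 further: 0% = DMSO vehicle and 100% = wells lacking enzyme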
PPC-1+TRAIL kill: compounds killing PPC-1 cancer cells with TRAIL present, primary screen, TRAIL potentiator project, ATPLite luminescence, uHTS; PPC-1 cells + TRAIL, ATPLite viability luminescence; cell killing (% activity), % at 4 µM; 0.41% of 220,000 active; AID 1443, 2008;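 active means cell killing above 50% in the first pass at 4 µM, then a duplicate retest at 5 µM averaging 50% or more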;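 further: plate controls were cells with TRAIL plus DMSO for no effect and medium-only wells lacking cells for full effect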
Ba/F3 V617F tox: reduced viability of JAK2V617F-dependent Ba/F3 cells, primary screen, JAK2V617F inhibitor project, cell-based, Ba/F3 EpoR-JAK2V617F, luminescence. ATP luminescence. inhibition, % at 5.6 µM. 1.1% of 220,000 active. AID 1446, 2008;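 active means inhibition above the campaign mean plus 3 SD over all tested compounds, cut at about 24% in these data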;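 further: cytokine-independent growth of Ba/F3 cells driven by EpoR plus mutant JAK2; 0% = DMSO-treated cells and 100% = JAK inhibitor I control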
BaF3 parental: parental Ba/F3 cell viability inhibition, counter-screen for JAK2V617F inhibitor project, murine pro-B, CellTiter-Glo luminescence; CellTiter-Glo ATP luminescence; inhibition, % at 5.6 µM; 1.1% of 220,000 active;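 active means inhibition above a per-campaign cutoff, the mean inhibition of all tested compounds plus 3 SD, cut at about 27% in these data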;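 further: 0% = DMSO wells and 100% = JAK Inhibitor I control wells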
An asterisk follows results filed as active; / = not tested or not shown; & = joins results of further samples; [ ] = another dose, or the depositor's remark. A portion of the library; the hit share may differ from the screen's.

SMILES	NCF1 inh	EP2 antag	RBBP9 inhibitor	TbHK1 inh	Furin inhibitor	p97 ATPase inh	PPC-1+TRAIL kill	Ba/F3 V617F tox	BaF3 parental
CCOC(=O)C1=C(CNCCOc2ccc(OC)cc2)NC(=O)NC1c1ccc2c(c1)OCO2 (stereo unspecified)	/	1	6	-9	-18	3	-16	1	1
CC(Sc1n[nH]c(N)n1)C(=O)Nc1ccc(Cl)cn1 (stereo unspecified)	-5	5	-1	8	-3	-6	35	6	11
Nc1nnc(SCc2ccc(Cl)cc2)s1	6	4	-5	6	-5[20 µM]	0	30	-1	-4
COc1ccccc1C(=O)NNC(=O)c1ccc(Cl)cc1	3	7	2	-9	-11	2	8	-3	3
O=C(CN1C(=O)C(=O)c2ccccc21)NCCc1ccccc1	5	5	2	0	-11	-2	15	6	8
Cc1ccccc1C(=O)OCn1nnc2ccccc2c1=O	-4	8	-7	2	-9	-3	9	-1	2
NNC(=O)C1CC1(c1ccccc1)c1ccccc1 (stereo unspecified)	-1	9	-2	-14	-7	5	18	-4	1
N#C/C(Cn1c[n+](NC(=O)Nc2ccccc2)cn1)=N/O	25	8	-10	1	-15	0	8	2	3
CCc1ccccc1NC(=O)C1CCCN(S(=O)(=O)c2c(C)noc2C)C1 (stereo unspecified)	4	18	-5	1	-24	6	18	2	4
COC(=O)CN1C(=O)C(O)(CC(=O)c2ccc(C)o2)c2ccccc21 (stereo unspecified)	2	9	-1	5	-24[20 µM]	-3	4	-3	1
Cc1cccc(Nc2nnc(SCC(=O)Nc3cccnc3Cl)s2)c1	-13	13	-4	-1	-22	-3	29	-2	1
Cc1cc(C(F)(F)F)c2c(=O)[nH]c(=O)n(Cc3ccccc3)c2n1	-14	20	-4	-6	-11	1	-2	-2	2
COc1ccc(NC(=O)c2cc(S(=O)(=O)N(Cc3ccccc3)c3ccccc3)ccc2Cl)cn1	-131	4	-23	29	-1	1	19	-2	5
CC(=O)N(Cc1ccccc1)c1ncc2c(n1)c(=O)c(C#N)c1ccccn12	-1	14	-6	-6	-14[20 µM]	-1	36	6	7
COC(=O)c1noc(C)c1-c1ccnn1C(=O)c1ccc(C)cc1	10	16	3	-11	-11	9	2	-7	2
Cc1ccc(-c2cc(C(=O)OCC(=O)Nc3ncc(C(F)(F)F)cc3Cl)c3ccccc3n2)cc1	-23	12	-8	-3	-14	4	21	-2	6
CCCCOC(=O)C1CN(c2ccccc2)N=C1C(C)=O (stereo unspecified)	1	12	-11	-17	-13	1	-6	-4	8
COc1ccc(-n2cnc3sc4c(c3c2=O)CCCC4)cc1	-2	3	-8	-5	-16	1	2	2	0
CCCCC(=O)Nc1nnc(SCC(=O)N2CCN(c3ccccc3OC)CC2)s1	-15	7	-4	-6	-21	0	-3	-1	5
COC(=O)/C(=N\Nc1ccccc1)Sc1nnc(-c2ccc(OC)cc2)n1C	-11	8	0	-9	-5	6	23	-4	0
COc1cc(Cl)c(S(=O)(=O)N2CCOCC2)cc1Cl	-12	5	0	0	-20[20 µM]	-1	16	0	1
Cc1ccccc1/C(N)=N/OC(=O)N1c2ccccc2Sc2ccccc21	-20	/	5	3	-4[20 µM]	0	-19	0	1
O=C(O)CCc1c(C(=O)O)[nH]c2ccccc12	1	7	10	3	-17[20 µM]	4	15	-2	6
Cc1ccc(S(=O)(=O)Nc2nc3ccccc3nc2NCC2CCCO2)cc1 (stereo unspecified)	-14	10	-7	-34	-27	2	1	-1	1
Cc1cc(C)cc(OCC(=O)Nc2ccccc2N2CCCCC2)c1	-6	11	5	3	-22[20 µM]	1	-4	-2	3
CC(C)OCCCN1C=C2C(=O)C(C)(OC(=O)CCc3ccccc3)C(=O)C=C2C=C1c1ccc(C#N)cc1 (stereo unspecified)	-15	17	/	-33	11	/	-4	/	/
NC(=O)c1ccccc1NC(=O)NC1CCCCC1	-8	9	-3	2	-7[20 µM]	4	29	3	11
Cc1ccc(C(=O)Nc2ccc(C(=O)N3CCCCC3C)cc2)cc1 (stereo unspecified)	3	9	-8	-3	-10	-1	8	1	2
O=C(CSc1ccc(-c2ccco2)nn1)c1ccc(F)cc1	-30	7	-1	-7	-14	3	24	-2	4
Cc1nnc(SCC(=O)NCc2ccc3c(c2)OCO3)s1	5	6	-1	-3	15[20 µM]	2	7	-4	3
CC1OC(Oc2ccc3ccc(=O)oc3c2-c2c(O)ccc3cc(Oc4ccc5ccc(=O)oc5c4)c(=O)oc23)C(O)C(O)C1O (stereo unspecified)	0	6	-1	-20	-6	7	-4	-2	2
CCOC(=O)/C(=C/C=C/c1ccccc1)NC(=O)c1ccccc1	17	4	-2	-36	-7	6	16	-4	3
Cc1cccc(/C=C(\c2nc3ccccc3[nH]2)S(=O)(=O)c2ccccc2)c1	-4	8	-9	1	-14	8	9	1	5
O=C(CCCCn1c(=S)[nH]c2ccsc2c1=O)NCc1ccco1	-5	4	-8	8	-12	-1	3	0	-1
CCOC(=O)C1(CCOc2ccccc2)CCN(Cc2ccc(-n3cccn3)cc2)CC1	-10	5	-6	5	-28	-3	4	0	12
O=C(O)CCCCCCCCCC[n+]1ccccc1	-6	8	-5	-5	6	6	-4	-1	3
COc1ccc(N=NC2=C(O)CC(C)(C)CC2=O)c(OC)c1	-78	7	-2	-2	-13[20 µM]	-1	-3	-3	0
COc1ccnc(Oc2ccc(C)cc2)c1C#N	-8	7	3	7	-12	0	4	-1	4
CCOC(=O)Nc1ccc(S(=O)(=O)Nn2cnnc2)cc1	-7	30	0	7	-14	11	-2	-4	-2
CCN(CC)CCN(Cc1cc2ccc(C)cc2[nH]c1=O)C(=O)Nc1ccc(Cl)cc1	-20	9	1	-14	-26	7	2	-3	1
CC(=O)OCCN1C(=O)c2cccnc2C1=O	1	11	4	2	-20[20 µM]	1	-1	-2	4
NC(=O)c1ccc(N2CCCCC2)c(N2C(=O)CCC2=O)c1	-6	15	-11	-5	-9	-6	13	3	4
COc1cccc(N=C2SC(C(=O)Nc3ccccc3F)CC(=O)N2C)c1 (stereo unspecified)	-7	163*	1	-4	-28	1	0	-3	3
O=C(O)CC1(CC(=O)Nc2cccc(C(F)(F)F)c2)CCCC1	-16	4	-8	-5	-16	4	13	-4	2
CS(=O)(=O)c1ccccc1-c1nc(-c2ccc([N+](=O)[O-])cc2)no1	-12	8	6	-3	-12	4	6	3	9
Cc1ccc(-c2nc3sc(C(N)=O)c(N)c3c3c2CCCC3)cc1	-2	10	-9	-6	-15	-2	55*	3	3
CCCCCSc1nnc(-c2cc(Br)ccc2N)c(=O)[nH]1	-12	7	4	21	-17	3	9	-3	3
O=C(CN1CCc2ccccc2C1)Nc1cccc(S(=O)(=O)N2CCCC2)c1	9	-1	3	-2	-26	2	-4	-5	1
COCc1nnc(NC(=O)CCc2ccccc2)s1	-7	9	-3	7	-9[20 µM]	3	-12	-2	-1
CCCc1nc2ccccc2c(C(=O)OC(C)C(=O)NCc2ccc3c(c2)OCO3)c1CC (stereo unspecified)	-14	4	-4	1	-36	0	10	-1	4
COc1cc(C(=O)Nc2nccs2)cc(OC)c1OC	-6	7	-8	-9	-26[20 µM]	-2	-5	2	2
O=c1c(Cl)c(NC2CC2)cnn1-c1ccccc1	-3	6&5	-3	-1	-20	4	10	-2	3
Cc1ccc(CNC(=O)COC(=O)CSc2ccc(Br)cc2C)cc1	-7	7	-3	-3	-25	-3	12	-2	0
CCOc1ccc(-n2c(=O)c3c4c(sc3n(CC(=O)NCC3CCCO3)c2=O)CCCC4)cc1 (stereo unspecified)	0	6	-4	6	-26	-1	-2	1	10
CCO[C@@H]1OC(C(=O)N2CCCCCCC2)=C[C@H](c2ccc(C(F)(F)F)cc2)[C@H]1CCCO	/	/	-4	-18	-16	0	11	-3	-1
CCC(C)c1ccc(NC(=O)CSc2nncn2N)cc1 (stereo unspecified)	-6	3	-1	22	-9[20 µM]	5	32	0	4
O=C(C1=NN(c2ccccc2)C2C(=O)N(c3cccc(Cl)c3)C(=O)C12)c1ccccc1 (stereo unspecified)	-13	9	-10	0	-14	-4	7	0	6
O=c1[nH]c2ccccc2c(=O)n1CCCO	-4	10	-1	-4	-10[20 µM]	8	1	-1	5
COc1cc(/C=C2\SC(=S)N(N(C)c3ccccc3)C2=O)ccc1O	-177	18	-23	-9	-11	3	-1	-3	-2
CN(C)c1ccc(CN(C(=O)/C=C/c2ccccc2Cl)C2CCS(=O)(=O)C2)cc1 (stereo unspecified)	-10	7	-4	-8	-13	4	8	-2	3

Complete entries, quoted from the list. Screens in order: NCF1 inh	EP2 antag	RBBP9 inhibitor	TbHK1 inh	Furin inhibitor	p97 ATPase inh	PPC-1+TRAIL kill	Ba/F3 V617F tox	BaF3 parental
CCOc1ccc(-n2c(=O)c3c4c(sc3n(CC(=O)NCC3CCCO3)c2=O)CCCC4)cc1 (stereo unspecified) reads 0	6	-4	6	-26	-1	-2	1	10
CN(C)c1ccc(CN(C(=O)/C=C/c2ccccc2Cl)C2CCS(=O)(=O)C2)cc1 (stereo unspecified) reads -10	7	-4	-8	-13	4	8	-2	3

New compounds follow
SMILES	NCF1 inh	EP2 antag	RBBP9 inhibitor	TbHK1 inh	Furin inhibitor	p97 ATPase inh	PPC-1+TRAIL kill	Ba/F3 V617F tox	BaF3 parental
Cc1ccc(-c2n[nH]c(=S)n2/N=C/c2cccn2C)cc1	7	/	-5	-5	-16	-2	28	0	1
COc1cc(C2N(c3cc(C)on3)C(=O)C3CCCN32)cc(OC)c1OC (stereo unspecified)	-10	7	-5	-6	-15	-6	-9	5	4
COc1ccc(NS(=O)(=O)c2ccc(O)c(C(=O)OCC(=O)NC3CCCCC3)c2)cc1	-9	2	6	-1	-27	0	27	3	8
C/C(=N\O)c1ccc2c3ccccc3n(C)c2c1	-18	8	-6	-7	-18	-4	15	5	6
COC(=O)c1cc(OC)c(OC)cc1NC(=O)c1ccco1	4	18	-8	-15	-11	-3	16	-1	2
O=C(COc1ccc2ccccc2c1)N1CCN(c2ccccc2O)CC1	-10	25	-15	3	-1[20 µM]	-5	-14	1	8
COC(=O)c1sccc1NC(=O)CN(C)NS(=O)(=O)c1ccc([N+](=O)[O-])cc1	-23	15	-3	-12	-15[20 µM]	1	2	-1	6
Cc1ccc(-n2c(Cc3cccn3C)nnc2SCC(=O)NCc2ccco2)cc1	1	9	-4	3	4	5	3	-1	1
O=C(Nc1ccc(S(=O)(=O)Nc2cnc3ccccc3n2)cc1)c1ccc(Br)o1	-11	6	2	4	-14[20 µM]	4	11	1	4
COc1ccc(-c2nc3ccccc3c(=O)n2CCOc2c(C)cccc2C)cc1	-9	3	-9	-10	-18	2	20	-2	2
COc1ccc(-c2nsc3c(N4CCN(C(=O)c5ccco5)CC4)ncnc23)cc1	-7	7	-9	-3	-15	1	0	1	6

Screens from PubChem.
